OXTR potentiate – potentiators of human oxytocin receptor. P30559. CHO-OTR cells, Fluo-8 calcium fluorescence, potentiator mode; 0% = oxytocin EC15, 100% = EC100. activation, % at 3 µM. hit rate 0.061% among 320,000. AID 2445;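 active = activation above that plate's cutoff, the mean activation of tested compounds plus 3 SD, cut at about 6.6% in these data, passing the limit was not always enough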;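 note: 100% uses oxytocin at 75 nM as the full agonist control; some results filed as inactive read as strong as hits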
Target sequence (P30559 whole entry, looked up): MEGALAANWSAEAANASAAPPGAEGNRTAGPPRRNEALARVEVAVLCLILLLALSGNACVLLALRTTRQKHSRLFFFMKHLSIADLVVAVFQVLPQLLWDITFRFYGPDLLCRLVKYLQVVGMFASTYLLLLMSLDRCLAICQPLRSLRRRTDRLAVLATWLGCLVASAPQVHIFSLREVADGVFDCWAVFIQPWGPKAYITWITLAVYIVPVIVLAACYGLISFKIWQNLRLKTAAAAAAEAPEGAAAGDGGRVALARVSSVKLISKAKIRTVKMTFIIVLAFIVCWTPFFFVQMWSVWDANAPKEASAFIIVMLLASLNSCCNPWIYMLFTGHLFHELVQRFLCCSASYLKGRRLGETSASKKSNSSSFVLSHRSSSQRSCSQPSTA
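Material: human OTR in CHO cells. Compound: 3.0 µM, one dose. Timing: compound 6 min at room temperature before oxytocin, 100 s read. Evaluation: % activation of max/min ratio relative to oxytocin controls. Replication: single well per compound, singlicate. Signal: Fluo-8 calcium dye fluorescence.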
M1 ag – human M1 muscarinic receptor agonism. CHO-K1 hM1, Fluo-8 calcium fluorescence, agonist mode; 0% DMSO, 100% acetylcholine EC100. AID 588814. activation, % at 3 µM. hit rate 0.33% among 360,000;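 active = activation above the run's mean compound activation plus 3 SD, cut at about 16% in these data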;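 note: peak over basal fluorescence ratio within a 140 s kinetic read after compound addition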
CHO-K1 Ca PAM – counter-screen for M1 PAMs: effect in parental CHO-K1 cells. ATP EC20, Fluo-8 calcium fluorescence; 0% at ATP EC20, 100% at ATP max. hit rate 0.02% among 360,000. activation, % at 3 µM;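 active = activation above the run cutoff, the mean activation of all test compounds plus 3 SD, cut at about 40% in these data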;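 note: peak over basal fluorescence ratio in a 140 s read after ATP addition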
M1 ag parental – counter-screen for M1 agonists: effect in parental CHO-K1 cells; Fluo-8 calcium fluorescence; scaled to maximal ATP response, vehicle zero; activation, % at 3 µM; hit rate 0.48% among 360,000; AID 602248; in the data active = activation above about 15%;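 note: untransfected CHO-K1 host cells lacking M1 receptor as counterscreen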
TAAR1 antag – antagonists of human TAAR1. CHO RD-HGA16 TAAR1, Fluo-8 calcium fluorescence, antagonist. hit rate 1.5% among 360,000. inhibition, % at 3 µM. Q96RJ0. AID 624466;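 active = inhibition above a per-plate cutoff, the mean inhibition of test compounds on that plate plus 3 SD, cut at about 49% in these data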;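 note: 0% = DMSO plus EC80 beta-PEA response and 100% = DMSO alone without agonist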
Target sequence (Q96RJ0 whole entry, looked up): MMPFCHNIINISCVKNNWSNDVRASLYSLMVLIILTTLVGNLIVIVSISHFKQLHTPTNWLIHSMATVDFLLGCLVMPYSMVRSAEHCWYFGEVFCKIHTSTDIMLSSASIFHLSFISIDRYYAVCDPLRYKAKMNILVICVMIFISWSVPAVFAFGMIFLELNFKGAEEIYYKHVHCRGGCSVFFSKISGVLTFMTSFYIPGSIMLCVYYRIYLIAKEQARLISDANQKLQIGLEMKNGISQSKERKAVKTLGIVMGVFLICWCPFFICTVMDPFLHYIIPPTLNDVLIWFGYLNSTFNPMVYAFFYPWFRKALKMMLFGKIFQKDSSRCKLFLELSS
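Test system: hTAAR1-expressing CHO RD-HGA16 cells, Gα16-coupled; Probe or stimulus: EC80 β-phenethylamine stimulus; Compound dosing: single nominal final test compound concentration of 3 µM; Timing: 140 s kinetic read after compound, 140 s after agonist; Signal: Fluo-8 calcium-sensitive fluorescence; Measure: % inhibition of agonist calcium response; Controls: DMSO and EC80 PEA controls.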
CHO parental Ca – counter-screen for OX1R antagonists: effect in parental CHO cells; AID 463079; hit rate 0.63% among 330,000; parental CHO-K1, ATP-induced calcium, Fluo-8 fluorescence; inhibition, % at 5.6 µM;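 active = inhibition above that plate's mean sample inhibition plus 3 SD, cut at about 26% in these data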;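 note: 0% = ATP-challenged DMSO wells and 100% = DMSO wells without ATP; some compounds past the cut are filed as inactive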
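Assay system – parental CHO cells · Reagent – ATP stimulus · Detection – intracellular calcium via Fluo-8 no-wash fluorescent dye · Evaluation – percent inhibition of ATP-evoked calcium rise, normalized to controls · Controls – ATP wells versus no-ATP DMSO wells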
TAAR1 agonist – human TAAR1 agonism | Q96RJ0 | CHO RD-HGA16 TAAR1, Fluo-8 calcium fluorescence; vehicle wells 0%, saturating PEA agonist 100% | activation, % at 3 µM | hit rate 0.99% among 360,000;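 active = activation above the mean activation of all test compounds in the run plus 3 SD, cut at about 38% in these data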
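Assay system: CHO-derived RD-HGA16 cells with stable Gα16 and human TAAR1; timing: 17-24 h seeding, 75 min 37 °C dye, 30 min RT; read-out: % activation from peak over basal fluorescence ratio, DMSO-to-PEA scaled; measured by: kinetic Fluo-8 calcium fluorescence; benchmarks: low control DMSO, high control PEA (EC100); doses: 3 µM single concentration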
V1aR counter – counter-screen for oxytocin receptor agonists: human V1a receptor agonists. AID 2797. hit rate 0.25% among 320,000. activation, % at 3 µM. CHO-V1R cells, Fluo-8 calcium fluorescence, agonist mode; 0% DMSO, 100% 3 nM vasopressin;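 active = activation above the mean activation of all tested compounds plus 3 SD, per screening run, cut at about 20% in these data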;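 note: signal is peak over basal fluorescence ratio across a 100 second FLIPR read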
CHO-K1 Ca antag – nonselective inhibitor or artifact in parental CHO-K1 cells. ATP-induced calcium, Fluo-8 fluorescence. inhibition, % at 3 µM. hit rate 0.6% among 360,000;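 active = inhibition above a per-plate cutoff, the plate's mean sample inhibition plus 3 SD, cut at about 24% in these data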;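 note: 0% = DMSO plus EC80 ATP and 100% = DMSO alone without ATP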
An asterisk follows results filed as active; nt = not tested or not shown. Only part of the results is shown; rates above refer to the full screens.

SMILES	OXTR potentiate	M1 ag	CHO-K1 Ca PAM	M1 ag parental	TAAR1 antag	CHO parental Ca	TAAR1 agonist	V1aR counter	CHO-K1 Ca antag
CCC(=NCCN1CCCCC1)c1c(O)n(C)c(=O)n(C)c1=O	-19	-3	-3	-0.3	-8	8	2	-0.3	2
Nc1ccc(Sc2ccc(N)cc2)cc1	nt	3	18	3.2	4	nt	4	nt	-7
O=C(c1c[nH]c2ccc(S(=O)(=O)N3CCC4(CC3)OCCO4)cc2c1=O)N1CCC2(CC1)OCCO2	-15	-6	20	1.3	6	-13	0	0.6	-15
COc1ccc(N2C(=O)/C(=C/c3ccc(C)o3)C(=O)NC2=S)c(OC)c1	-3	-2	8	0.6	8	6	-1	0.6	0
C/C(=N\N1CCCCCC1)c1c(O)n(-c2ccccc2)c(=O)[nH]c1=O	-14	-5	8	0.5	-35	-16	2	1.2	-9
CC(C)(C)n1nnnc1C(c1cccs1)N1CCC2(CC1)C(=O)NCN2c1ccccc1 (stereo not drawn)	nt	-1	12	2.2	7	nt	5	nt	7
CC(Cc1ccccc1)[n+]1cc(/N=C(\[O-])N(C)C)on1 (stereo not drawn)	-6	-4	15	0.9	-14	-8	12	1.1	-4
O=C(CCc1nnc2ccc(NCc3ccccc3)nn12)N1CCC2(CC1)OCCO2	-2	-3	-11	-0.5	-30	-1	1	1.0	7
COc1ccccc1C1CC2CCC(C1OC(C)=O)N2Cc1ccccc1 (stereo not drawn)	-5	-7	11	-0.3	-1	-21	1	-1.6	11
CC(C)(O)C(=O)Nc1ccc([N+](=O)[O-])c(C(F)(F)F)c1	-9	3	6	6.0	5	-2	4	8.0	-22
CC(C)S(=O)(=O)N1Cc2ccccc2-n2nncc2C1	nt	-11	-11	0.0	16	nt	0	nt	9
Fc1cccc(F)c1-c1nc(-c2ccc(Cl)cc2)no1	0	-3	9	1.9	-19	-7	4	0.2	-3
Cc1ccc2cccc(OC(=O)N(C)c3ccccc3)c2n1	1	0	13	1.2	7	-3	8	1.1	-2
CCOc1ccccc1N1C(=O)CC(=O)NC1=O	-8	-2	-16	0.1	-16	-12	2	0.9	13
COc1ccccc1OC(=O)c1ccc(C)c(S(=O)(=O)N2CCOCC2)c1	-4	-1	24	4.3	2	-22	1	3.6	-25
O=c1c2ccccc2[nH]c(=S)n1-c1ccc2c(c1)OCO2	-1	-5	3	0.3	9	-5	2	0.7	-10
CCCC1=C(C(=O)OCC)C2(C(=O)Nc3ccccc32)C(C#N)=C(N)O1 (stereo not drawn)	-3	-5	-1	0.1	2	-6	0	-0.3	1
CN1C(=O)N(C)C(=O)C2(Cc3ccccc3N3CCCC32)C1=O (stereo not drawn)	0	1	-11	-0.6	-19	-24	3	1.4	9
CC(C)Oc1cccc(C(=O)C2CCCN(Cc3ccon3)C2)c1 (stereo not drawn)	-5	-7	-4	19*	-12	-10	1	1.9	-4
O=c1[nH]c(=O)n(CCc2ccccc2)c(O)c1C=NCc1ccc2c(c1)OCO2	-11	0	-2	0.0	-12	-15	4	0.3	6
CC(C)(C)n1nnnc1C(c1cc2ccccc2o1)N1CCC2(CC1)C(=O)NCN2c1ccccc1 (stereo not drawn)	nt	-1	-1	2.1	3	nt	1	nt	-11
CC(C)(C)c1ccc(C(=O)C2CCCN(C3CCC3)C2)cc1 (stereo not drawn)	-2	-7	16	1.2	7	-9	3	-0.6	-8
C=CCn1c(O)c(C(CC)=Nc2ccc(N(CC)CC)cc2)c(=O)[nH]c1=O	-2	-5	4	0.2	8	-5	4	2.7	-5
CN[C@@H](C)[C@@H](O)c1ccccc1	-9	-1	-5	0.1	6	1	2	0.6	2

Arranged by SMILES length (high to low): some entries from above
SMILES	OXTR potentiate	M1 ag	CHO-K1 Ca PAM	M1 ag parental	TAAR1 antag	CHO parental Ca	TAAR1 agonist	V1aR counter	CHO-K1 Ca antag
O=C(c1c[nH]c2ccc(S(=O)(=O)N3CCC4(CC3)OCCO4)cc2c1=O)N1CCC2(CC1)OCCO2	-15	-6	20	1.3	6	-13	0	0.6	-15
CCC(=NCCN1CCCCC1)c1c(O)n(C)c(=O)n(C)c1=O	-19	-3	-3	-0.3	-8	8	2	-0.3	2
CC(C)Oc1cccc(C(=O)C2CCCN(Cc3ccon3)C2)c1 (stereo not drawn)	-5	-7	-4	19*	-12	-10	1	1.9	-4

Next part
SMILES	OXTR potentiate	M1 ag	CHO-K1 Ca PAM	M1 ag parental	TAAR1 antag	CHO parental Ca	TAAR1 agonist	V1aR counter	CHO-K1 Ca antag
CCN1CCN(Cc2nnnn2C(C)(C)C)CC1	0	nt	nt	nt	5	-12	14	1.1	nt
CC(=O)NN1C(=O)c2ccccc2NC1c1cccnc1 (stereo not drawn)	-7	0	-16	0.0	14	-11	3	0.3	8
COc1ccc(-c2nn(CCC#N)cc2C(=O)Nc2ccccc2Br)cc1[N+](=O)[O-]	-5	0	-3	0.7	6	-4	-2	1.2	-5
N=C1c2ccccc2CN1NC(=O)c1ccc(F)cc1	-2	-6	-10	0.1	-11	6	1	0.9	-9
Cc1ccc(C2(O)CCN3CCCCC32)cc1 (stereo not drawn)	-1	-1	-1	0.3	-11	-14	4	-0.6	6
COc1ccc(CCC(=O)NCCc2cnc[nH]2)cc1	-14	-6	11	1.3	-1	2	2	1.1	-13
CCCCCCC(=O)N/N=C/c1c(O)n(C2CC2)c(=S)[nH]c1=O	-13	-4	-14	2.5	-33	-17	0	-0.4	9
CC(C)[C@]12CC(=O)[C@H](C)[C@H]1C2	2	3	4	-0.4	-22	-8	0	1.9	-5
Cc1nn(Cc2ccccc2Cl)c(Cl)c1C(=O)OCC(=O)NCc1ccco1	-5	-4	12	2.2	4	-7	1	1.7	-13
COc1ccc(-n2nc(C(=O)NCC(=O)N3CCC4(CC3)OCCO4)c3ccccc3c2=O)cc1Cl	-8	-4	9	3.5	21	-11	12	3.6	-6
Cc1cc(O)c(CN2CC=C(c3ccccc3)CC2)cc1C(C)C	-5	-3	8	-0.2	-23	-1	8	0.1	-6
CC1(C)Cc2c(C#N)c(N3CCNCC3)nc(-c3ccco3)c2CS1	-8	-6	-12	0.2	-12	-15	18	0.5	-2
COc1ccccc1CN1CCCC(C(=O)c2ccccc2SC)C1 (stereo not drawn)	-15	-6	9	2.9	-2	-15	2	0.0	1
O=C(c1ccccc1F)c1cn(Cc2ccc(F)cc2)c2ccccc12	-8	-5	22	1.0	34	-18	13	1.9	-9
COc1cccc2c1cc([N+](=O)[O-])c1c(C(=O)O)cc3c(c12)OCO3	nt	-5	11	0.3	6	nt	2	nt	1
O=c1[nH]c(O)c(/C=C2\C=Nc3ccc(OCc4ccccc4)cc32)c(=O)[nH]1	-15	2	-5	0.7	0	-5	8	0.7	0
CCN1CCN(C(=O)Cc2ccccc2OC)CC1	-19	-4	12	0.7	-11	-9	2	-0.3	-12
CN1C2CCC1CC(OC(=O)c1ccc(Cl)cc1)C2 (stereo not drawn)	-9	-5	18	6.7	-15	-18	3	1.1	0
Cc1ccc2[nH]c(C)c(CCNCc3ccco3)c2c1	1	-1	-14	0.8	-11	-21	4	1.9	-6
Cc1ccc(C)c(Cn2c(C(=O)O)c(C=O)c3ccccc32)c1	1	-1	18	1.7	-1	-12	25	2.8	-15
CN(C)C(Cc1ccccc1)C(=O)c1ccc(-c2ccccc2)cc1 (stereo not drawn)	-4	-7	17	-0.2	-17	-22	6	0.7	-4
C=CCn1c(O)c(C(C)=NCc2ccco2)c(=O)[nH]c1=O	5	-4	7	0.2	-4	-10	11	0.5	-10
COCCCN1CCN(c2nnc3n2-c2sc(Br)cc2C(c2ccccc2Cl)=NC3)CC1	-10	-3	-5	0.8	-6	-20	0	1.8	6
C[C@H](CO)N1C[C@H](C)[C@H](CN(C)C(=O)Oc2cccc3ccccc23)OCc2cnnn2CCCC1=O	nt	-4	25	1.7	-22	nt	1	nt	-21

Overlap with the part before: 7 compounds, then new ones.
SMILES	OXTR potentiate	M1 ag	CHO-K1 Ca PAM	M1 ag parental	TAAR1 antag	CHO parental Ca	TAAR1 agonist	V1aR counter	CHO-K1 Ca antag
CN1C2CCC1CC(OC(=O)c1ccc(Cl)cc1)C2 (stereo not drawn)	-9	-5	18	6.7	-15	-18	3	1.1	0
Cc1ccc2[nH]c(C)c(CCNCc3ccco3)c2c1	1	-1	-14	0.8	-11	-21	4	1.9	-6
Cc1ccc(C)c(Cn2c(C(=O)O)c(C=O)c3ccccc32)c1	1	-1	18	1.7	-1	-12	25	2.8	-15
CN(C)C(Cc1ccccc1)C(=O)c1ccc(-c2ccccc2)cc1 (stereo not drawn)	-4	-7	17	-0.2	-17	-22	6	0.7	-4
C=CCn1c(O)c(C(C)=NCc2ccco2)c(=O)[nH]c1=O	5	-4	7	0.2	-4	-10	11	0.5	-10
COCCCN1CCN(c2nnc3n2-c2sc(Br)cc2C(c2ccccc2Cl)=NC3)CC1	-10	-3	-5	0.8	-6	-20	0	1.8	6
C[C@H](CO)N1C[C@H](C)[C@H](CN(C)C(=O)Oc2cccc3ccccc23)OCc2cnnn2CCCC1=O	nt	-4	25	1.7	-22	nt	1	nt	-21
Cc1ccccc1CN1CCCN(Cc2ccc(Cl)cc2)S1(=O)=O	-19	-3	2	-0.7	18	-9	1	0.9	7
CC(C(=O)c1c[nH]c2ccccc12)N1CCN(C(=O)c2ccco2)CC1 (stereo not drawn)	0	-3	-6	3.3	-12	7	2	2.0	10
COc1ccccc1N1CCN(CCc2ccccc2)CC1	-7	-8	-8	0.0	-7	-15	0	-0.4	-8
c1ccc(CN2COC3CCCCCC32)cc1 (stereo not drawn)	nt	-8	6	0.3	nt	nt	nt	nt	0
CCCCn1c(=O)c(C(=O)Nc2cnccn2)c(O)c2ccccc21	-17	-2	23	0.6	-17	-9	3	0.5	-11
OC(CNC1CCCCC1)C(F)(F)F (stereo not drawn)	1	-1	7	0.3	5	12	9	1.2	-5
CCn1c(NN=O)nc2ccccc21	-5	-4	5	0.9	-1	-9	1	0.4	-18

Source: PubChem
